LYP act = LYP phosphatase activators, primary screen, biochemical, DiFMUP fluorescence, 2 µM; activation, % at 2 µM; 96,000 tested, 0.11% active; recombinant LYP; 0 = plate median, 100 = signal doubled;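 active means activation at 2 µM above a set limit, the mean plus 5 SD, cut at about 37% in these data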
PostGolgi yeast = phenotypic screen on post-Golgi transport, primary screen; inhibition, % at 10 µM; post-Golgi transport phenotypic cell assay; 98,000 tested, 0.9% active;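 further: yeast cells grown in 1536-well plates; yeast grown about 18 h at 30C before absorbance read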
S1P2 ag = S1P2 receptor agonists, primary screen, cell-based. Sphingosine 1-phosphate receptor 2 (Homo sapiens), O95136. activation, % at 4.5 µM. S1P2-expressing cell line, agonist reporter read-out. 97,000 tested, 0.46% active; in the data active means activation above about 16%;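 further: 0% = vehicle low control and 100% = maximal reference agonist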
HIV Rev-RRE inh = HIV-1 Rev-RRE binding inhibitors, primary screen, biochemical, FRET, protein-RNA interaction; P05866; Rev peptide-RRE RNA binding; inhibition, % at 8 µM; 97,000 tested, 0.79% active; AID 704, 2007;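 active means inhibition above the screen-wide mean plus 3 SD, cut at about 35% in these data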;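 further: 0% = median DMSO wells and 100% = median Neomycin B control wells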
Target sequence (P05866 whole entry, looked up): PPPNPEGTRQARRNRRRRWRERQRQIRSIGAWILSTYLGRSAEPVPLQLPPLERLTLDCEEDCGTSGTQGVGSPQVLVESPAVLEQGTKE
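Assay system: Rev peptide and RRE RNA, both fluorescently labelled; times: 5 min preincubation and 15 min binding, 25 °C; detection: FRET, ex 480 nm, em 540 and 671 nm; read-out basis: % inhibition from 671/540 nm acceptor-to-donor ratio, scaled between controls; benchmarks: DMSO low control, neomycin B high control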
FAK blocker = FAK kinase inhibitors, primary screen, biochemical; Focal adhesion kinase 1 (Homo sapiens), Q05397; biochemical FAK kinase activity assay; inhibition, %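 (tested at 7 µM)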; 97,000 tested, 0.84% active; AID 727, 2007; in the data active means inhibition above about 19%;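 further: 0% = DMSO and 100% = reference compound high control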
PostGolgi ctrl = growth inhibition of yeast control strain, primary screen, counter-screen for post-Golgi transport modulator project | efflux-deficient yeast background strain, growth absorbance A615, 16 h | inhibition, % at 10 µM | 98,000 tested, 5% active | AID 738, 2007
EphB4 ephrin blk = EphB4-ephrin-B2 interaction antagonists, primary screen, biochemical, TNYL-RAW peptide probe, fluorescence polarization; AID 720, 2007; EphB4 LBD / TNYL-RAW-Alexa532 peptide; inhibition, % at 7 µM; 97,000 tested, 0.15% active; Ephrin type-B receptor 4 (Homo sapiens), P54760;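 active means inhibition above the screen-wide mean inhibition plus 3 SD, cut at about 15% in these data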;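 further: 0% = DMSO wells and 100% = excess unlabeled TNYL-RAW peptide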
Target sequence (P54760 whole entry, looked up, the tested form may be a part): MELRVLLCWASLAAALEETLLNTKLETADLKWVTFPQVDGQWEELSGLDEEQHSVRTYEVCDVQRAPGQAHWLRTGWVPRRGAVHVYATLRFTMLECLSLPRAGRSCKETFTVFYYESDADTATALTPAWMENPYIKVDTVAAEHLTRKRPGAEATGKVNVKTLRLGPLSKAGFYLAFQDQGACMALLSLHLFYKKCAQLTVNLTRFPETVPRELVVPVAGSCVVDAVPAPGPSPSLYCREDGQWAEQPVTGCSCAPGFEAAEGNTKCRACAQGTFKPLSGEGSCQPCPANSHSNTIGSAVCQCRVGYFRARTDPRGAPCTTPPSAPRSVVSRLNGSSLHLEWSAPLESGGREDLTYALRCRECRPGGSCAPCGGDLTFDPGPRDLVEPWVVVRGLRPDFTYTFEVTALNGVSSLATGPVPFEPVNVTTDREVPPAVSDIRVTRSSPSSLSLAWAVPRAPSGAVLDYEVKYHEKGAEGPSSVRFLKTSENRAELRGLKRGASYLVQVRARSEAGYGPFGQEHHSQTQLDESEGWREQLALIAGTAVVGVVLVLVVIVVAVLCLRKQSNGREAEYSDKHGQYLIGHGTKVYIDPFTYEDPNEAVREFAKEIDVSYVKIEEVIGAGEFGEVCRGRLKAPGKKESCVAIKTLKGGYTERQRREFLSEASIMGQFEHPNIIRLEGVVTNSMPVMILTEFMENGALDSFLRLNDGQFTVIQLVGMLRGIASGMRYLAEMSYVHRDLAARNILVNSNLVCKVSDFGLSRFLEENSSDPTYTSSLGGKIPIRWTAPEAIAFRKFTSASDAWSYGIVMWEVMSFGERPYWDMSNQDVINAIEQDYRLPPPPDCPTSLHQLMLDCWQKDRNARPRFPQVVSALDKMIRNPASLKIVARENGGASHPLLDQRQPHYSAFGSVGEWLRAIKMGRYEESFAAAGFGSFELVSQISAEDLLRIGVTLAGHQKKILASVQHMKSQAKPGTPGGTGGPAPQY
PTPN22 inh 2 = PTPN22 phosphatase inhibitors, primary screen, biochemical, DiFMUP fluorescence, 2 µM | recombinant LYP catalytic domain | inhibition, % at 2 µM | 96,000 tested, 0.21% active | AID 640, 2007;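 active means inhibition at 2 µM at or above a set limit, the screen mean plus 3 SD, cut at about 24% in these data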;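 further: 0% = DMSO with enzyme and 100% = enzyme fully blocked by orthovanadate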
S1P2 antag = human S1P2 receptor antagonists, primary screen, cell-based. cell-based S1P2 antagonist assay, inhibition at 5 uM. inhibition, % at 5 µM. 97,000 tested, 0.21% active. AID 736, 2007; in the data active means inhibition above about 45%;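 further: CRE beta-lactamase reporter cells expressing human S1P2 stimulated with S1P; 0% = agonist at EC80 alone and 100% = agonist plus reference antagonist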
Numbers without * were called inactive. Unless noted, no stated cut-off is given here; in the data, active means inhibition above about 30%; inactive means the rest.

CN1CCN(S(=O)(=O)c2ccc(NC(=S)NC(=O)c3ccc(Cl)cc3)cc2)CC1 was read as LYP act 7, PostGolgi yeast 19, S1P2 ag -1, HIV Rev-RRE inh -8, FAK blocker 1, PostGolgi ctrl 3, EphB4 ephrin blk -9, PTPN22 inh 2 -4 and S1P2 antag 8.
`CNC(=O)c1cc2cc(OC)ccc2n1CCN(Cc1ccccc1)Cc1ccccc1` gave LYP act -8, PostGolgi yeast -8, S1P2 ag -2, HIV Rev-RRE inh 15, FAK blocker -2, PostGolgi ctrl 10, EphB4 ephrin blk -7, PTPN22 inh 2 11 and S1P2 antag 0.
CCCCCSc1nc2c(cnn2-c2ccccc2)c(=O)[nH]1 was read as LYP act 0, PostGolgi yeast -2, S1P2 ag -4, HIV Rev-RRE inh 10, FAK blocker 2, PostGolgi ctrl 28, EphB4 ephrin blk -3, PTPN22 inh 2 -3 and S1P2 antag 13.
For O=C(NCCCN1CCOCC1)c1cc(-c2cccs2)on1 the results were LYP act 20, PostGolgi yeast -4, S1P2 ag -11, HIV Rev-RRE inh 2, FAK blocker 2, PostGolgi ctrl -3, EphB4 ephrin blk -11, PTPN22 inh 2 -23 and S1P2 antag 4.
For O=C(O)CN1C(=O)c2cccc(Oc3ccc(Cl)cc3)c2C1=O the results were LYP act 11, PostGolgi yeast -3, S1P2 ag -5, HIV Rev-RRE inh 5, FAK blocker -4, PostGolgi ctrl 24, EphB4 ephrin blk 2, PTPN22 inh 2 -6 and S1P2 antag -3.
For N#Cc1c(SCC(=O)N2CCCCC2)nsc1SCC(=O)N1CCCCC1 the results were LYP act -1, PostGolgi yeast 1, S1P2 ag -3, HIV Rev-RRE inh 13, FAK blocker 3, PostGolgi ctrl 11, EphB4 ephrin blk -3, PTPN22 inh 2 -1 and S1P2 antag 5.
`N#Cc1nc(-c2ccco2)oc1NCc1ccc(F)cc1` gave LYP act 8, PostGolgi yeast -1, S1P2 ag -11, HIV Rev-RRE inh 1, FAK blocker 8, PostGolgi ctrl 5, EphB4 ephrin blk 2, PTPN22 inh 2 -10 and S1P2 antag -5.
Screening Cn1c(SCc2ccccc2)nnc1C1CCCNC1 (stereo not drawn) returned LYP act 1, PostGolgi yeast 12, S1P2 ag -7, HIV Rev-RRE inh 12, FAK blocker 2, PostGolgi ctrl 11, EphB4 ephrin blk 12, PTPN22 inh 2 -2 and S1P2 antag 14.
For CC(=O)Nc1c(Cl)n(C(C)=O)c2ccccc12 the results were LYP act 11, PostGolgi yeast -3, S1P2 ag -1, HIV Rev-RRE inh 5, FAK blocker 1, PostGolgi ctrl -7, EphB4 ephrin blk -3, PTPN22 inh 2 -7 and S1P2 antag -20.
Screening COc1cccc(CC(=O)n2nc(N)c3cc4ccc(OC)cc4nc32)c1 returned LYP act -7, PostGolgi yeast 1, S1P2 ag -4, HIV Rev-RRE inh 1, FAK blocker -2, PostGolgi ctrl 0, EphB4 ephrin blk 2, PTPN22 inh 2 4 and S1P2 antag -1.
`CCCn1c(SCC(=O)Nc2cccc(NC(C)=O)c2)nnc1C(C)C` gave LYP act 2, PostGolgi yeast 0, S1P2 ag -4, HIV Rev-RRE inh 6, FAK blocker 4, PostGolgi ctrl 3, EphB4 ephrin blk 7, PTPN22 inh 2 -4 and S1P2 antag 12.
`CCCCN1C(=O)C2NN=C(C(=O)OCC)C2C1=O` (stereo not drawn) gave LYP act -10, PostGolgi yeast 0, S1P2 ag -4, HIV Rev-RRE inh 2, FAK blocker -1, PostGolgi ctrl -5, EphB4 ephrin blk -4, PTPN22 inh 2 14 and S1P2 antag -11.
CCCC(=O)Nc1c(-c2cccs2)c(=O)c2ccccc2n1CC was read as LYP act 0, PostGolgi yeast -18, S1P2 ag -6, HIV Rev-RRE inh 5, FAK blocker -5, PostGolgi ctrl -3, EphB4 ephrin blk -1, PTPN22 inh 2 2 and S1P2 antag 3.
`CC(=O)Nc1ccc(C(=O)CSc2nnc(-c3ccc(O)cc3)n2CC2CCCO2)cc1` (stereo not drawn) gave LYP act 3, PostGolgi yeast -4, S1P2 ag -9, HIV Rev-RRE inh 1, FAK blocker -2, PostGolgi ctrl 11, EphB4 ephrin blk -4, PTPN22 inh 2 -5 and S1P2 antag -9.
COC(=O)c1cccc(NC(=O)c2cnoc2C)c1 was read as LYP act 20, S1P2 ag -4, HIV Rev-RRE inh -1, FAK blocker 2, EphB4 ephrin blk -6, PTPN22 inh 2 -18 and S1P2 antag -1.
Screening Cc1[nH]n(-c2ccc([N+](=O)[O-])cc2)c(=O)c1C=NCCN1CCN(C(=O)c2ccccc2)CC1 returned LYP act 6, PostGolgi yeast 1, S1P2 ag -1, HIV Rev-RRE inh 14, FAK blocker -1, PostGolgi ctrl 0, EphB4 ephrin blk -1, PTPN22 inh 2 -4 and S1P2 antag -19.
Nc1c(N=Nc2cccc(Cl)c2)c(=O)[nH]n1-c1ccccc1 was read as LYP act 0, PostGolgi yeast -16, S1P2 ag -4, HIV Rev-RRE inh 2, FAK blocker -2, PostGolgi ctrl 10, EphB4 ephrin blk -2, PTPN22 inh 2 3 and S1P2 antag 7.
CN(C)CCN1CC(C(=O)O)CC1=O (stereo not drawn) was read as LYP act 2, PostGolgi yeast -5, S1P2 ag -7, HIV Rev-RRE inh 8, FAK blocker -6, PostGolgi ctrl 1, EphB4 ephrin blk 4, PTPN22 inh 2 -4 and S1P2 antag 17.
For CCCC(=O)Nc1ccc(C(=O)O)cc1NC(=O)CCC the results were LYP act -2, PostGolgi yeast -4, S1P2 ag -4, HIV Rev-RRE inh 11, FAK blocker -1, PostGolgi ctrl 6, EphB4 ephrin blk 2, PTPN22 inh 2 0 and S1P2 antag 10.
Screening Cc1ccc(S(=O)(=O)Nc2ccc(N3CCOCC3)cc2)cc1 returned LYP act -6, PostGolgi yeast -9, S1P2 ag -3, HIV Rev-RRE inh 0, FAK blocker 1, PostGolgi ctrl -3, EphB4 ephrin blk -2, PTPN22 inh 2 8 and S1P2 antag -2.
`CCn1c(SCC(=O)Nc2c(C)n(C)n(-c3ccccc3)c2=O)nnc1-c1cccc(C)c1` gave LYP act -7, PostGolgi yeast -2, S1P2 ag -6, HIV Rev-RRE inh 0, FAK blocker -3, PostGolgi ctrl 9, EphB4 ephrin blk -1, PTPN22 inh 2 7 and S1P2 antag 6.
`CCCCCCCCNC(=O)C(CCC(=O)OCc1ccccc1)NC(C)=O` (stereo not drawn) gave LYP act -7, PostGolgi yeast -7, S1P2 ag -4, HIV Rev-RRE inh -7, FAK blocker -2, PostGolgi ctrl 1, EphB4 ephrin blk 0, PTPN22 inh 2 9 and S1P2 antag -32.
Screening CCOc1ccc(Nc2nc3ccccc3n3nnnc23)cc1 returned LYP act -3, PostGolgi yeast -5, S1P2 ag -7, HIV Rev-RRE inh 12, FAK blocker 6, PostGolgi ctrl -9, EphB4 ephrin blk 1, PTPN22 inh 2 1 and S1P2 antag 9.
For COc1ccc(OC)c(N(CC(=O)NCc2cccnc2)S(C)(=O)=O)c1 the results were LYP act -3, PostGolgi yeast 4, S1P2 ag -4, HIV Rev-RRE inh 8, FAK blocker -1, PostGolgi ctrl -4, EphB4 ephrin blk 2, PTPN22 inh 2 2 and S1P2 antag -17.
Screening Cc1ccc(-c2csc3ncnc(-n4nc(C)cc4N)c23)cc1 returned LYP act 11, PostGolgi yeast 8, S1P2 ag -10, HIV Rev-RRE inh 5, FAK blocker -3, PostGolgi ctrl 2, EphB4 ephrin blk -8, PTPN22 inh 2 -14 and S1P2 antag -6.
`O=C(Nc1ccc(N2CCOCC2)cc1)c1cccc(S(=O)(=O)N2CCCC2)c1` gave LYP act 1, PostGolgi yeast 9, S1P2 ag -3, HIV Rev-RRE inh 1, FAK blocker 3, PostGolgi ctrl 13, EphB4 ephrin blk -6, PTPN22 inh 2 -6 and S1P2 antag 9.
For COc1ccccc1CNC(=O)C(C)NS(=O)(=O)c1ccc(C)cc1 (stereo not drawn) the results were LYP act 8, PostGolgi yeast -1, S1P2 ag 0, HIV Rev-RRE inh -3, FAK blocker 0, PostGolgi ctrl 7, EphB4 ephrin blk -2, PTPN22 inh 2 -8 and S1P2 antag -13.
For O=C(NCCCn1ccnc1)c1csc2ccccc12 the results were LYP act 1, PostGolgi yeast 17, S1P2 ag -5, HIV Rev-RRE inh 4, FAK blocker 0, PostGolgi ctrl 25, EphB4 ephrin blk 3, PTPN22 inh 2 0 and S1P2 antag -4.
For O=C1CCCC2=C1C1(CCCC1)N=C(Nc1nc3ccccc3s1)N2 the results were LYP act 1, PostGolgi yeast 1, S1P2 ag 0, HIV Rev-RRE inh 5, FAK blocker 2, PostGolgi ctrl 9, EphB4 ephrin blk 4, PTPN22 inh 2 0 and S1P2 antag -22.
`Cc1ccc(-n2c(Cc3cccn3C)nnc2SCC(=O)NCc2ccc3c(c2)OCO3)cc1` gave LYP act -4, PostGolgi yeast 7, S1P2 ag -5, HIV Rev-RRE inh 2, FAK blocker -1, PostGolgi ctrl 32*, EphB4 ephrin blk 0, PTPN22 inh 2 2 and S1P2 antag 3.
`CCn1c(Cc2ccccc2)nnc1SCC(=O)Nc1nc(C)cs1` gave LYP act -6, S1P2 ag -8, HIV Rev-RRE inh -2, FAK blocker 0, EphB4 ephrin blk 4, PTPN22 inh 2 3 and S1P2 antag -3.
`CC1Cn2c(nc3c2c(=O)[nH]c(=O)n3C)O1` (stereo not drawn) gave LYP act -7, PostGolgi yeast 0, S1P2 ag -5, HIV Rev-RRE inh 5, FAK blocker 7, PostGolgi ctrl 5, EphB4 ephrin blk 2, PTPN22 inh 2 5 and S1P2 antag 12.

Quoted from above for reference:
`CCn1c(SCC(=O)Nc2c(C)n(C)n(-c3ccccc3)c2=O)nnc1-c1cccc(C)c1` gave LYP act -7, PostGolgi yeast -2, S1P2 ag -6, HIV Rev-RRE inh 0, FAK blocker -3, PostGolgi ctrl 9, EphB4 ephrin blk -1, PTPN22 inh 2 7 and S1P2 antag 6.
`CCCCCCCCNC(=O)C(CCC(=O)OCc1ccccc1)NC(C)=O` (stereo not drawn) gave LYP act -7, PostGolgi yeast -7, S1P2 ag -4, HIV Rev-RRE inh -7, FAK blocker -2, PostGolgi ctrl 1, EphB4 ephrin blk 0, PTPN22 inh 2 9 and S1P2 antag -32.
Screening CCOc1ccc(Nc2nc3ccccc3n3nnnc23)cc1 returned LYP act -3, PostGolgi yeast -5, S1P2 ag -7, HIV Rev-RRE inh 12, FAK blocker 6, PostGolgi ctrl -9, EphB4 ephrin blk 1, PTPN22 inh 2 1 and S1P2 antag 9.
For COc1ccc(OC)c(N(CC(=O)NCc2cccnc2)S(C)(=O)=O)c1 the results were LYP act -3, PostGolgi yeast 4, S1P2 ag -4, HIV Rev-RRE inh 8, FAK blocker -1, PostGolgi ctrl -4, EphB4 ephrin blk 2, PTPN22 inh 2 2 and S1P2 antag -17.
Screening Cc1ccc(-c2csc3ncnc(-n4nc(C)cc4N)c23)cc1 returned LYP act 11, PostGolgi yeast 8, S1P2 ag -10, HIV Rev-RRE inh 5, FAK blocker -3, PostGolgi ctrl 2, EphB4 ephrin blk -8, PTPN22 inh 2 -14 and S1P2 antag -6.
`O=C(Nc1ccc(N2CCOCC2)cc1)c1cccc(S(=O)(=O)N2CCCC2)c1` gave LYP act 1, PostGolgi yeast 9, S1P2 ag -3, HIV Rev-RRE inh 1, FAK blocker 3, PostGolgi ctrl 13, EphB4 ephrin blk -6, PTPN22 inh 2 -6 and S1P2 antag 9.

Bioassay records (PubChem BioAssay)
